Eya2 phos inh: Eya2 (human) phosphatase inhibition. O00167. recombinant Eya2, OMFP fluorescence dephosphorylation (OMFP is methylfluorescein phosphate). Potency, µM (series often up to 76.9 µM), without a hit: at the highest dose activity, negative = inhibition, hits mostly inhibitors. actives 0.006% (n = 330,000); note: potency is the fitted concentration of half-maximal effect
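Eya2 (0.2 uM) preincubated 10 min at ambient with compound, then OMFP substrate added at 50 uM; 10 min reaction in 50 mM HEPES pH 7.5, 50 mM NaCl, 5 uM MgCl2, 0.05% BSA, 1 mM DTT. Fluorescence read at Ex 485/Em 525 nm.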
Chronic BCR inh: blocks chronic active B-cell receptor signaling; Potency, µM (series often up to 46.1 µM), inactives show at the top dose ratio change, negative = lower green/red ratio, usual class: inhibitors; actives 0.05% (n = 340,000); ABC-DLBCL IkBa-CBG/CBR reporter, luminescence ratio, 4 h; active = well fitted inhibition curve with a large enough effect in the signal ratio, with a control signal flat, not every such curve was filed as active; inconclusive = small, poorly fitted or top-dose-only effect, or effect the other way, or a change in a side signal; the % refers to the signal ratio;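 note: potency is the fitted concentration of half-maximal effect; plate controls were basal doxycycline-induced cells for no effect and cells given 10 µM MG132 for full effect; MG132 reads +100%, hits lower the ratio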
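Doxycycline induced both beetle luciferases in TMD8 lymphoma cells; IKK-driven degradation limits the IkappaBalpha-fused green signal, while red luminescence normalises for cell number and nonspecific effects. Compounds tested up to 46 uM, 4 hrs.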
GALK inhibitor: galactokinase (human) inhibition; P51570; Purified GALK, Kinase-Glo residual ATP luminescence; actives 0.007% (n = 270,000); Potency, µM (series often up to 57.5 µM), inactives show at the top dose activity change, negative = inhibition, usual class: inhibitors; note: potency is the fitted concentration of half-maximal effect
Target sequence (P51570 whole entry, looked up): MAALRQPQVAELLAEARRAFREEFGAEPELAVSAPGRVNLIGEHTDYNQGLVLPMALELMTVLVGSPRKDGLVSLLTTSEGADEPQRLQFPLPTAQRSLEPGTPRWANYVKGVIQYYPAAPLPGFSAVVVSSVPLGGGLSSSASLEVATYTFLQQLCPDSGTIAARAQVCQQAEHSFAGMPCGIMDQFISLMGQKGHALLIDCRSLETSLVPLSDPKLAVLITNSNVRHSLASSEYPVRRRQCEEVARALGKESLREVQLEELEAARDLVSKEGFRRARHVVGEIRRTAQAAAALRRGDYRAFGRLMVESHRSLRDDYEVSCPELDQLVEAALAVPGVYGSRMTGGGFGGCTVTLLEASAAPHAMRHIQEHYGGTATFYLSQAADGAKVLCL
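Quantitative HTS: GALK 5 nM, ATP 35 uM, galactose 100 uM, 1 h room temperature, then luciferase-based ATP detection.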
B2AR arrestin: recruits beta-arrestin to the human beta2-adrenergic receptor. P07550. beta-arrestin recruitment to beta2AR, cell-based reporter. Potency, µM (series often up to 46.1 µM), without a hit: at the highest dose activation, usual class: activators. actives 0.02% (n = 330,000). AID 492947;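 note: potency is the fitted concentration of half-maximal effect; 0% = DMSO controls and full agonism = EC100 isoproterenol or metaproterenol; nearly all actives have a fitted effect of over 65% in size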
uPA surface inh: inhibitors of cell surface uPA generation; cell surface uPA generation assay, qHTS; Potency, µM (titrated, usually from 38.3 µM), without a hit: at the top dose activity change, negative = inhibition, hits mostly inhibitors; actives 0.31% (n = 330,000); active = well fitted inhibition curve with a large enough effect; inconclusive = small, poorly fitted or top-dose-only effect; inactive = no such curve, though single readings can be large or run the other way; tested in mouse RAW 264.7 cells; note: potency is the fitted concentration of half-maximal effect; nearly all actives have a fitted effect of over 55% in size
hERG WT inh: KCNH2 (human, wildtype) channel inhibition; Q12809; activity change, % at 1.84 µM; actives 0.37% (n = 340,000); U2OS, BacMam KCNH2, thallium flux FluxOr; hits give low values;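 active = maximum activity change below -70%; inconclusive = maximum activity change between -70% and -50%; inactive = maximum activity change above -50%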
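U2OS cells were transduced with wild-type KCNH2 virus (2.03 x 10^8 / mL) for 4 h at room temperature, then cultured overnight at 37 C. Thallium flux was read with FluxOr dye. Rate constants were normalized to DMSO controls.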
PKM2 act: PKM2 (human) enzyme activation; purified PKM2, Kinase-Glo ATP luminescence, activation; response scale: 0% is enzyme alone, no compound; Potency, µM (top dose mostly 57.5 µM), for the others: at the highest dose activation, hits mostly activators; actives 0.34% (n = 260,000); AID 1631; note: potency is the fitted concentration of half-maximal effect; nearly all actives have a fitted effect of over 55% in size
Target sequence (P14618 whole entry, looked up): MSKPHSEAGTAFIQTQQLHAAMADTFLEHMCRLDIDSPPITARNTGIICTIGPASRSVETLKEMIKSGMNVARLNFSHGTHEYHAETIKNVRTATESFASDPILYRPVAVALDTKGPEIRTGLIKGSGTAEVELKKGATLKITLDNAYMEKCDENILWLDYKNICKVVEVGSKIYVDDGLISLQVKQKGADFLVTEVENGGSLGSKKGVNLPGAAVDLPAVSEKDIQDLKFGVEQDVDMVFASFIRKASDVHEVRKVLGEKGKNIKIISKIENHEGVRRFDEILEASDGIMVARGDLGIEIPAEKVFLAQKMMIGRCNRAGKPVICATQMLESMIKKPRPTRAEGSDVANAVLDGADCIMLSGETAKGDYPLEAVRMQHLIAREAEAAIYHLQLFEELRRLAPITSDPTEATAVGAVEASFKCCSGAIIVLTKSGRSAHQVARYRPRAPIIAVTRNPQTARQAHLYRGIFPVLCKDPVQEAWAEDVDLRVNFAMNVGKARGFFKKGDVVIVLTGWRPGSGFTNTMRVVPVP
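hPK-M2, >95% pure; 0.1 mM ADP / 0.5 mM PEP final; imidazole pH7.2 buffer w/ 7 mM MgCl2, 50 mM KCl; 1 h RT; Kinase-Glo lum. Intermediate enzyme activity for dual inhibitor/activator qHTS.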
Giardia kill: Giardia lamblia killing. Giardia lamblia trophozoite viability. activity change, % at 7.66 µM, hits read low. actives 0.15% (n = 340,000). AID 540267; in the data active = activity change below about -80%; inconclusive = between about -30% and that limit;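 note: parasites exposed to compound for two days anaerobically before the ATP read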
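Luminescent ATP signal served as the viability read-out, measured 15-30 min after adding ATP detection reagent to trophozoites that had been incubated with compounds for 48 hrs at 37 deg C anaerobically at 100 cells/well.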
USP2a block: blocks human ubiquitin-specific protease USP2a | USP2 core, Ub-CHOP2 coupled fluorogenic reporter, 485/531 | Potency, µM (series often up to 38.3 µM), for inactives: top-dose activity change, negative = inhibition, actives largely listed as inhibitors | actives 0.01% (n = 330,000);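 note: potency is the fitted concentration of half-maximal effect; plate controls were DMSO wells for no effect and full inhibition by NEM control for full effect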
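Deubiquitinase activity read as fluorescence (485/531 nm) after Ub-CHOP2 cleavage activates the enterokinase reporter on its substrate; USP2 core 10nM, Ub-CHOP2 and substrate 25nM each, 30min compound preincubation then 60min RT; data normalized to NEM, curves fitted.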
KCNH2 3.1 inh: KCNH2 3.1 (human) potassium channel inhibition. U2OS KCNH2 3.1, thallium flux FluxOr; hits give low values. activity change, % (tested at about 1.8 µM). actives 0.95% (n = 340,000). AID 720553;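 active = maximum activity change below -70%; inconclusive = maximum activity change from -70% to -50%; inactive = maximum activity change above -50%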;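 note: thallium influx rate constant from kinetic fluorescence after stimulation buffer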
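Virally transduced U2OS (3.1 isoform, 4 h infection in dark at RT) → overnight 37 C → FluxOr + Red40 in HBSS/HEPES, 45 min → stimulation buffer, 2 min kinetic read → rate constant vs DMSO controls.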
Coupling enz: counter-screen for Giardia aldolase inhibitors: coupling enzyme system. coupling enzyme system counterscreen, AmpLite Red fluorescence. activity change, negative = inhibition, % at 58.2 µM, hits read low. actives 0.67% (n = 290,000). AID 2472; in the data active = activity change below about -30%
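Compounds tested against the coupling enzymes alone at 57.5 uM final; readout was AmpLite Red fluorescence (525/598 nm) after 20 min at RT.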
Active calls of the source: *; i = inactive; ? = inconclusive; nt = no result given; & = joins results of further samples; [ ] = remark or other dose. Unless noted, calls come from the whole dose curve; as a rule, active = well fitted curve in the direction sought with a large enough effect; inconclusive = small, poorly fitted or top-dose-only effect, or another doubt; inactive = no such curve, though single readings can be large; an effect the other way counts as inactive or inconclusive. Unless noted, % is set by controls: 0 for no effect and ±100 for the full control effect.

SMILES	Eya2 phos inh	Chronic BCR inh	GALK inhibitor	B2AR arrestin	uPA surface inh	hERG WT inh	PKM2 act	Giardia kill	USP2a block	KCNH2 3.1 inh	Coupling enz
Cc1ccc(NC(=O)c2cc3c(s2)CCC3)cc1S(=O)(=O)N1CCOCC1	-14%	-4%	1%	-0.1%	-3%	2	0%	23	2%	-5	0
O=C(N/N=C/c1ccccn1)c1cc(Br)ccc1O	-20%	?	nt	0.4%	0%	18	nt	?	1%	0	-1
CCc1ccccc1NC(=O)c1ccc(S(=O)(=O)N2CCCC2)cc1	17%	-7%	2%	0.6%	6%	4	nt	-9	2%	-8	0
O=C1C(Cl)=C(NCCCN2CCOCC2)C(=O)N1CCc1ccccc1	-1%	8%	1%	-0.2%	-17%	-3	-9%	3	3%	-1	1
Cc1ccc(S(=O)(=O)N2CCN(C(=O)COC(=O)c3ccc(Cl)nc3)CC2)c(C)c1	5%	1%	nt	-0.1%	3%	-162*	nt	-11	-1%	-18	nt
CCN(CC)c1ccc(/C=N/n2c(C)cc(C)cc2=O)cc1	6%	?	7%	-0.1%	-4%	-1	8%	0	2%	-1	-1
O=[N+]([O-])c1cccc(-c2nnc(C34CC5CC(CC(C5)C3)C4)o2)c1	4%	0%	nt	-0.7%	-4%	4	3%	10	2%	-2	0
CCCCOC(=O)N1CCOCCOCCN(C(=O)OCCCC)CCOCCOCC1	-6%	1%	5%	0.1%	1%	-10	6%	16	0%	-15	5
C#CCOCCOCCOCCNc1nc(N2CCN(C(=O)[C@H]([C@@H](C)CC)n3cc(CCCCN)nn3)CC2)nc(N2CCN(C(=O)[C@H](C)n3cc(CCCN=C(N)N)nn3)CC2)n1	5%	3%	nt	0.0%	0%	9	nt	2	0%	-7	nt
CO/N=C/c1ccc(Sc2ccccc2N)c([N+](=O)[O-])c1	-11%	?	0%	-0.1%	3%	-9	3%	-3	-7%	2	-2
COc1ccc(CN2CCN(Cc3c[nH]c4ccccc34)CC2CCO)cc1C (stereo not given)	9%	?	-2%	-1.0%	?	18	4%	10	3%	-32	0
Cc1ccc(S(=O)(=O)Nc2ccc(N3CCOCC3)cc2)cc1	2%	0%	1%	-0.6%	11%	-22	1%	-1	?	12	1
O=C1CN(C(=O)c2ccc(F)cc2)c2ccccc2N1	-3%	1%	0%	0.4%	-40%	7	nt	12	1%	10	nt
CCc1ccc(Nc2ncc3c(n2)CC(C)CC3=O)cc1 (stereo not given)	9%	22%	3%	0.3%	5%	1	-6%	-16	1%	8	6
c1ccc(-c2cnnc(SCc3cn4cccnc4n3)n2)cc1	9%	-2%	4%	-0.1%	-5%	-11	-10%	1	0%	nt	1
c1cncc(CSc2nnc(-c3cccnc3)n2Cc2ccco2)c1	-3%	1%	1%	-0.5%	nt	nt	3%	nt	-1%	nt	0
Oc1ccc(C2CNCc3sccc32)cc1O (stereo not given)	4%&4%	?	nt	0.4%	-11%	3	nt	17	1%	7	nt
Cc1cccc(NC(=O)COc2cccc3c2CCN(C)C3=O)c1C	-24%	-5%	2%	-0.4%	-15%	-8	-16%	?	1%	-1	3
CN(C)S(=O)(=O)c1ccc(C(=O)OCC2CC2(Cl)Cl)cc1 (stereo not given)	3%	-4%	8%	-0.1%	1%	-2	0%	-5	1%	-12	-1
CC(C)c1cccc(C(C)C)c1NC(=O)CN(C)C1CCS(=O)(=O)C1 (stereo not given)	0%	-1%	nt	-0.1%	-15%	-19	nt	-22	3%	-3	nt
O=C(CCNC(=O)C1CCN(S(=O)(=O)c2ccccc2)CC1)NCCc1ccc(Cl)cc1	5%	0%	2%	0.4%	2%	-5	nt	-11	4%	4	nt
O=C(NC1CC(=O)N(c2ccc3c(c2)OCCO3)C1)N1CCCCC1 (stereo not given)	14%	-5%	nt	-0.2%	0%	-3	nt	7	-1%	-1	nt
CC(C)n1cnc2c(NCc3ccccc3)cc(OCC3CCN(C)CC3)cc21	1%	?	nt	?	?	7	nt	1	0%	8	nt
O=C(OCC#CCSc1nnc(-c2ccc(Br)cc2)o1)c1ccco1	-1%	5%	0%	-1.7%	-10%	-7	0%	16	-7%	10	-3
O=C(COC(=O)c1cc(=O)[nH]c(=O)[nH]1)Nc1cccc(S(=O)(=O)N2CCCCC2)c1	-3%	-2%	9%	0.1%	-3%	6	-20%	2	-2%	-1	0
CCS(=O)(=O)Nc1c(C(=O)O)[nH]c2ccccc12	4%	2%	-1%	-0.6%	5%	1	0%	22	-1%	6	0
COc1cccc(C(=O)Nc2ccccc2F)c1	-6%	-4%	-2%	-0.2%	-2%	3	-11%	-9	7%	-7	2
CC(C)(C)CC(=O)Nc1ccc(S(=O)(=O)N2CCCC2)cc1	6%	3%	0%	-0.5%	-1%	2	9%	2	9%	10	2
Oc1ccc(Cl)cc1CNCc1ccc(F)cc1	-14%	1%	nt	0.3%	-19%	nt	nt	-15	1%	nt	nt
COc1ccc(Cl)cc1CN1CCOCC1	?	?	-1%	-0.5%	-2%	-2	1%	-7	-1%	9	0
COc1cccc(-n2c(=O)c3ccccc3n3c(=S)[nH]nc23)c1	-2%	6%	-1%	0.3%	3%	-5	-18%	17	0%	-18	0
O=C(C[C@H]1C/C=C\CC[C@H](Cc2ccc(F)cc2)C(=O)OCCNC1=O)NCCO	10%	2%	nt	-0.1%	2%	-5	nt	14	6%	2	nt
COC(=O)C1=C(N)Oc2cc(C)[nH]c(=O)c2C1c1ccncc1 (stereo not given)	-11%	19%	2%	0.0%	1%	0	1%	-4	-2%	8	-1
CCN1C(=O)C(O)(CC(=O)c2cccc(-n3cccc3)c2)c2ccccc21 (stereo not given)	-6%	-3%	3%	-0.3%	0%	9	-2%	-24	1%	14	-3
CCOC(=O)c1ccccc1NC(=O)CC(C)CC(=O)O (stereo not given)	7%	2%	0%	-0.2%	-1%	-4	4%	-16	-1%	23	5
Cc1cc(C)c2nc(N3CCC(C(=O)NCc4ccccn4)CC3)sc2c1	-4%	-9%	0%	-0.2%	12%	10	1%	2	3%	-5	-1
COc1ccc(-c2nc(CCNC(=O)c3ccco3)cs2)cc1OC	-1%	-7%	0%	-0.1%	0%	-6	10%	14	3%	-1	-1
CCOC(=O)CN1C(=O)S/C(=C/c2ccc(OCc3ccc(C(=O)O)cc3)cc2)C1=O	16%	13%	6%	0.3%	0%	-8	nt	-13	-5%	-4	-2
CCc1ccc2nc(NC(=O)c3ccc4c(=O)[nH]c(CN5CCOCC5)nc4c3)sc2c1	9%[15.4 µM]	0%	0%	0.2%	2%	-2	?	-2	-7%	-1	-1
CCOc1ccc(CCNC(=O)c2c(C)nn(-c3ccccc3)c2Cl)cc1OCC	4%	3%	-5%	-0.8%	7%	4	-2%	-15	1%	-3	nt
COc1ccccc1/C=N/NC(=O)c1cccc(NC(=O)c2ccccc2C)c1	-5%	?	0%	0.0%	-5%	3	5%	-2	2%	-2	-4
COc1ccc(CNC(=O)C[C@H]2C[C@H](C(=O)N(C(C)C)C(C)C)[C@@]3(C)c4[nH]c5cc(-c6ccco6)ccc5c4CCN3C2=O)cc1OC	3%	?	nt	4.0%	?	2	nt	2	-12%	-21	nt
C=CCN(CC=C)CCOc1ccccc1F	1%	0%	-1%	-0.2%	-5%	0	-15%	?	3%	-46	2
Cc1ccc(CNCc2cccnc2)cc1	-25%	-17%	0%	0.4%	1%	4	-5%	-5	-6%	13	4
CCOC(=O)c1csc(N/N=C2\CCCc3ccccc32)n1	-5%	?	-6%	9.5%	-7%	-2	nt	-2	2%	-1	-3
Oc1ccc(C(=S)N2CCCCCC2)cc1	3%	-8%	nt	0.5%	3%	-2	-2%	-4	4%	4	1
COCCNC(=O)/C(C#N)=C/c1cn(CC(=O)NCc2ccco2)c2ccccc12	8%	?	2%	0.2%	-6%	i	-2%	10	3%	6	3
O=C(NCC1(O)CCCCC1)C1CCC(=O)N(CCc2ccccc2)C1 (stereo not given)	2%	0%	2%	0.0%	19%	-6	2%	-10	0%	1	0
Cc1ccc(S(=O)(=O)Cn2nnnc2C(c2ccc(F)cc2)N2CCCCC2)cc1 (stereo not given)	9%	1%	3%	0.1%	-9%	-6	5%	5	3%	9	2

Part of the list above, with values under each structure.
Fields: Eya2 phos inh | Chronic BCR inh | GALK inhibitor | B2AR arrestin | uPA surface inh | hERG WT inh | PKM2 act | Giardia kill | USP2a block | KCNH2 3.1 inh | Coupling enz
- COCCNC(=O)/C(C#N)=C/c1cn(CC(=O)NCc2ccco2)c2ccccc12
  8% | ? | 2% | 0.2% | -6% | i | -2% | 10 | 3% | 6 | 3
- O=C(NCC1(O)CCCCC1)C1CCC(=O)N(CCc2ccccc2)C1 (stereo not given)
  2% | 0% | 2% | 0.0% | 19% | -6 | 2% | -10 | 0% | 1 | 0
- Cc1ccc(S(=O)(=O)Cn2nnnc2C(c2ccc(F)cc2)N2CCCCC2)cc1 (stereo not given)
  9% | 1% | 3% | 0.1% | -9% | -6 | 5% | 5 | 3% | 9 | 2
